# From PubChem BioAssay
# APJ agonist: agonists of human APJ apelin receptor; P35414; 0.11% of 330,000 active; activation, % at 20 µM; AID 2520; CHO-K1 APJ PathHunter beta-arrestin, luminescence; 0% DMSO wells, 100% apelin;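 active = activation more than six SD over the plate average, tested at 20 µM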;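 note: 0% = DMSO alone and 100% = apelin-13 at 10 nM; some results filed as inactive read as strong as hits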
#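 system = engineered CHO-K1 APJ arrestin reporter cells | input = 1000 cells per well | timing = overnight seeding, 90 min compound at 25 °C, 1 h detection | measured by = enzyme-fragment complementation luminescence | read-out = beta-arrestin recruitment to APJ as agonist activity, luminescent signal | control set = negative DMSO alone, positive Apelin-13 at 10 nM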
# TIM10 inh: growth inhibitors of TIM10 yeast strain; 1.4% of 330,000 active; S. cerevisiae TIM10 strain growth, BacTiter-Glo luminescence, 24 h; AID 463195; inhibition, % at 10 µM;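 active = inhibition of 40% or more at the single tested concentration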;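 note: wild-type TIM10 isogenic control strain grown at permissive 25 °C; 0% = DMSO yeast wells and 100% = minimal medium wells without yeast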
# tim23-1 inh: inhibits growth of tim23-1 mutant yeast; S. cerevisiae tim23-1 growth, BacTiter-Glo luminescence, 24 h; inhibition, % at 20 µM; 1.3% of 330,000 active; AID 463212;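 active = growth inhibition of the mutant yeast at or above 50%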;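 note: temperature-sensitive mutant grown at 25 °C; plate controls were DMSO-treated mutant yeast for no effect and medium wells lacking yeast for full effect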
# tim10-1 inh: tim10-1 yeast growth inhibition; S. cerevisiae tim10-1 ts strain growth, BacTiter-Glo, 24 h; inhibition, % at 20 µM; 2.2% of 330,000 active;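 active = inhibition of at least 40%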;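 note: mutant grown at 25 °C; 0% = DMSO wells with yeast and 100% = wells holding no yeast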
# XBP1 UPR activ: adaptive UPR (XBP1) activation; CHO-XBP1 luciferase reporter, IRE1-XBP1 UPR activation, luminescence; percent of tunicamycin response, DMSO as zero; activation, % at 20 µM; 0.33% of 330,000 active; AID 463104;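 active = versus positive control, 20 µM dose yields 30% or more activation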;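 note: 100% = tunicamycin at 10 µg/mL and 0% = DMSO only wells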
#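 Assay system: IRE1-XBP1 luciferase reporter CHO line. Input: 1000 cells/well. Buffer or medium: F12 with 10% serum. Doses: 20 µM, 1% DMSO. Times: overnight seeding at 37 °C, 6 h compound treatment at 37 °C. Technique: Steady-Glo luciferase glow luminescence, 10 min after reagent addition.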
# NALP3 yeast inh: inhibitors of NALP3 inflammasome in yeast; Yeast reconstituted NLRP3/ASC/caspase-1, beta-gal luminescence, 24 h; inhibition, % at 10 µM; 0.39% of 330,000 active;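 active = inhibition of 50% or more; inactive = inhibition below 50%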;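 note: plate controls were induced DMSO wells for no effect and uninduced yeast grown without galactose for full effect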
# CHOP UPR activ: activators of apoptotic arm of unfolded protein response (CHOP); activation, % at 10 µM; 0.34% of 330,000 active; CHO-CHOP luciferase reporter, UPR activation, luminescence; percent of tunicamycin response over DMSO baseline;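 active = at 10 µM dose, activation of 40% or more, normalized to positive control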;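 note: 100% = tunicamycin at 10 µg/mL and 0% = DMSO alone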
#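 Assay system: CHO cells with stable CHOP pathway luciferase reporter; Buffer or medium: F12 plus 10% serum; Times: 16-18 h cell attachment, then 6 h compound exposure, 37 °C; Signal: luciferase luminescence; Read-out basis: percent activation relative to tunicamycin control; Control set: tunicamycin high control, DMSO low control.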
# Mdm2 MdmX PPI: human Mdm2/MdmX binding inhibition; SaOS-2 split-luciferase Mdm2/MdmX complementation, luminescence; O15151+Q00987; 3% of 330,000 active; inhibition, % at 8 µM;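 active = inhibition of at least 50% at 8 µM in the primary screen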
# Target sequence (O15151 whole entry, looked up): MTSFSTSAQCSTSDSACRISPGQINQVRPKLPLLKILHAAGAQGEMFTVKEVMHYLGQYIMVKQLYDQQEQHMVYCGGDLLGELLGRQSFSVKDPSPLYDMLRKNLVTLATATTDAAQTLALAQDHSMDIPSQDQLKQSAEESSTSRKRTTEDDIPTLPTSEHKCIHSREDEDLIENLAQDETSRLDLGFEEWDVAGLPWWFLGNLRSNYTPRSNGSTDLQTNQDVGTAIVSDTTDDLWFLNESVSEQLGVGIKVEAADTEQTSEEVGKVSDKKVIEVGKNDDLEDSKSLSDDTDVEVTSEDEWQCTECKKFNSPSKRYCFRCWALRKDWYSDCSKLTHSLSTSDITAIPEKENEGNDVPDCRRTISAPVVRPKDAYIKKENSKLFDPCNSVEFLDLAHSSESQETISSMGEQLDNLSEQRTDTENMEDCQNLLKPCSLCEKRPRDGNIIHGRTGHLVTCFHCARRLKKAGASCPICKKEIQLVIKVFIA
# Target sequence (Q00987 whole entry, looked up): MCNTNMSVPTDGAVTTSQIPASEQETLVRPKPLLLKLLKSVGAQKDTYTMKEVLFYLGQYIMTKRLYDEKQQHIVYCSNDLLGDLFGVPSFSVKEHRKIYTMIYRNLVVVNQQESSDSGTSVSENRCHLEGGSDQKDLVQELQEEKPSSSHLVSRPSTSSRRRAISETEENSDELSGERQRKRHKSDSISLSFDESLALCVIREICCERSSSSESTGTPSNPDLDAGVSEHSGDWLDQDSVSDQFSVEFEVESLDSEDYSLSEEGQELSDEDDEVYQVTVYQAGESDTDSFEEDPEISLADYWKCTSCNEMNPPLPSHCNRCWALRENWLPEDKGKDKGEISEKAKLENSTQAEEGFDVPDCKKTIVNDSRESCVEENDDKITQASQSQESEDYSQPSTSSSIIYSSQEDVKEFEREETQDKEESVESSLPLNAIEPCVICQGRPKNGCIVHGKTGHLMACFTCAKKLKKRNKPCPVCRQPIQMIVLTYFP
# NR3A LBD binder: modulators (binders) of human NR3A ligand-binding domain. NR3A LBD differential scanning fluorimetry, Tm shift; 0% = protein alone, 100% = glycine-bound protein. Tm shift relative to glycine control, % at 25 µM. 2.5% of 340,000 active;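 active = melting temperature shift of at least 10% of the positive control shift, at one fixed dose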
# The depositor's hits bear a star; nt = not tested or not shown.
entry	molecule	tim10-1 inh	APJ agonist	tim23-1 inh	Mdm2 MdmX PPI	XBP1 UPR activ	NALP3 yeast inh	TIM10 inh	CHOP UPR activ	NR3A LBD binder
1	COc1cc2[nH]c(=S)n(C3CCCC3)c(=O)c2cc1OC	22	-1	7	-26	3	17	6	0.7	-4
2	CC12CN3CC(C)(CN(C1)C3c1ccccc1)C2O (centres undefined)	-3	-2	9	25	0	3	-8	1.0	2
3	COc1ccc2nc(/N=C(\N)NC(=O)N3c4ccccc4Sc4ccccc43)nc(C)c2c1	-3	7	28	41	2	15	5	2.1	-5
4	COc1ccccc1NS(=O)(=O)c1ccc(C(=O)OCC(=O)NCc2ccco2)cc1	-4	-3	-10	6	-2	17	-9	3.0	0
5	Cc1oc2ccc(OCc3ccccc3F)cc2c1C(=O)O	6	-3	13	20	-1	10	-13	6.3	0
6	COC(C(=O)Nc1ccnn1C1CCN(C(=O)c2ccc(C)cc2)CC1)c1ccccc1 (centres undefined)	-8	-1	10	13	-2	9	20	-1.8	-1
7	Cc1ccc(NC(=O)c2cc(=O)[nH]c3ccc(S(=O)(=O)N4CCOCC4)cc23)nc1	6	-5	6	8	-3	8	-4	3.0	3
8	COc1cc(C(=O)NCCOc2ccccc2C)cc(OC)c1OC	25	-4	12	-11	0	21	-15	0.7	0
9	CCCn1cnc2cc(NCc3cccc(OC)c3O)ccc21	8	-3	10	0	7	-6	-7	3.3	1
10	O=C(COC(=O)CNC(=O)c1ccccc1Cl)Nc1cc(C(F)(F)F)ccc1Cl	7	-3	16	2	-1	13	4	2.7	-15
11	O=C(COC(=O)CCC(=O)c1cccs1)Nc1cccc(F)c1	7	-3	20	-7	-2	23	4	0.3	7
12	C=CCON/C(CCC)=C1\C(=O)CC(C)(C)CC1=NC	1	1	2	-10	1	-1	1	1.4	0
13	CCN(C(=O)Nc1ccccc1OC)c1c(N)n(Cc2ccccc2)c(=O)[nH]c1=O	4	-2	11	-13	-5	-12	6	3.9	-1
14	COc1ccc(-c2sc3ccccc3c2-c2ccc(OCCN3CCOCC3)cc2)cc1	16	5	28	28	-2	5	12	0.0	2
15	Nc1c(-c2ccccc2)cnc2ncnn12	10	0	-3	4	3	-12	-12	0.3	0
16	Cc1cc(F)ccc1NC(=O)C1CCCO1 (centres undefined)	-2	-5	-1	-27	-2	-16	-21	2.1	0
17	CCOc1ccc(CNC(=O)CN2C(=O)CSc3ccc(S(=O)(=O)N4CCOCC4)cc32)cc1OC	24	5	4	36	-2	14	11	-0.4	0
18	O=C(c1ccco1)N1CCN(C(=S)NCc2ccc(F)cc2)CC1	4	-6	10	10	-7	9	2	-1.0	4
19	CCN1CCN(c2ccc(N3CCN(C(=O)c4ccc(Br)o4)CC3)nn2)CC1	-6	-1	-25	-18	-2	9	-11	0.5	1
20	CCCNC(=O)c1cnc(-c2ccccc2)nc1-c1ccccc1	13	-1	15	15	-3	12	15	2.1	-1
21	CCN(CCNC(=O)C1CCCN(c2ncnc3c2nc2n3CCCCC2)C1)Cc1ccccc1 (centres undefined)	2	3	1	21	-2	0	71*	-0.6	-1
22	N#Cc1cc(NC2CCCC2)c([N+](=O)[O-])cc1C#N	-27	9	-7	18	3	35	-5	2.2	5
23	OC(CNCc1ccc2c(c1)OCO2)COc1ccccc1 (centres undefined)	-11	-4	-11	-15	-1	-1	-17	-0.4	-1
24	CCCN(Cc1nnc(-c2ccccc2Cl)o1)C(=O)c1cc(S(=O)(=O)N2CCOCC2)ccc1F	19	-2	25	17	-5	14	13	2.8	3
25	O=C(COC(=O)c1c2c(nc3ccccc13)CCCC2)Nc1ccc2c(c1)OCO2	-4	-1	9	41	6	13	-6	-1.2	-1

# Compound profiles, from the list above:
# `CCCn1cnc2cc(NCc3cccc(OC)c3O)ccc21` is listed as tim10-1 inh: 8; APJ agonist: -3; tim23-1 inh: 10; Mdm2 MdmX PPI: 0; XBP1 UPR activ: 7; NALP3 yeast inh: -6; TIM10 inh: -7; CHOP UPR activ: 3.3; NR3A LBD binder: 1
# `CCCN(Cc1nnc(-c2ccccc2Cl)o1)C(=O)c1cc(S(=O)(=O)N2CCOCC2)ccc1F` is listed as tim10-1 inh: 19; APJ agonist: -2; tim23-1 inh: 25; Mdm2 MdmX PPI: 17; XBP1 UPR activ: -5; NALP3 yeast inh: 14; TIM10 inh: 13; CHOP UPR activ: 2.8; NR3A LBD binder: 3

# (list continues)
entry	molecule	tim10-1 inh	APJ agonist	tim23-1 inh	Mdm2 MdmX PPI	XBP1 UPR activ	NALP3 yeast inh	TIM10 inh	CHOP UPR activ	NR3A LBD binder
26	Cn1cc(C(=O)c2ccccc2)cc1-c1nc2ccccc2n1C	20	-1	4	14	7	21	9	-0.8	1
27	COc1ccc(C(C(=O)NC2CCCC2)N(Cc2cccs2)C(=O)c2ccn[nH]2)cc1OC (centres undefined)	-8	-3	-6	8	-2	14	6	-0.3	0
28	CCOC(=O)C1=CN(Cc2cccc(F)c2)S(=O)(=O)N(CC)C1c1ccc(Br)cc1F (centres undefined)	16	nt	34	30	-1	nt	-12	2.3	-4
29	Cc1cccc(C(=O)OCC(=O)NC(=O)c2ccccc2)c1O	10	-2	1	10	2	10	-1	1.5	-2
30	CS(=O)(=O)Nc1ccc(C(=O)Nc2ccccc2-c2ccccc2)cc1	10	0	12	2	-7	21	12	-0.8	-1
31	COc1ccc(Cl)cc1NC(=O)CN(C)C(=O)c1cn2ccccc2n1	8	-3	4	27	-3	8	8	-0.3	5
32	CC(C)c1ccc(C(=O)NC2=NCCS2)cc1	35	1	25	-102	-3	27	23	-2.9	-4
33	CC(Oc1ccc2c3c(c(=O)oc2c1)CCC3)C(=O)NCCCn1ccnc1 (centres undefined)	13	-3	3	-1	-5	10	1	2.2	2
34	CCCCN(C)CCCNC(=O)Cn1c(=O)sc2ccccc21	5	-4	13	-14	0	20	-17	0.1	-2
35	COc1ccc(CNC(=O)COC(=O)C(CCSC)N2C(=O)c3ccccc3C2=O)cc1 (centres undefined)	10	2	21	-7	-3	1	11	-0.3	3
36	COCC(=O)Nc1c(I)c(C(=O)NCC(O)CO)c(I)c(C(=O)N(C)CC(O)CO)c1I (centres undefined)	6	-1	15	-27	-7	8	8	-1.5	-3
37	CCOC(=O)c1c(S(=O)(=O)NCC(=O)Nc2ccccc2)c(C)n(C)c1C	21	-2	20	25	-4	7	1	1.4	-4
38	CC1CN(C(=O)CS(=O)(=O)Cc2ccccc2)CC(C)O1 (centres undefined)	-4	0	16	1	2	9	-24	-1.3	-2
39	O=C1COc2ccc(C(=O)COC(=O)c3ccccc3[N+](=O)[O-])cc2N1	9	3	5	-14	-3	12	1	1.4	-1
40	O=C(O)C1CCC(CNS(=O)(=O)c2ccc(Br)cc2)CC1 (centres undefined)	12	-1	12	-12	-5	0	-13	3.3	0
41	CCOc1ccc(C2=CSC3=NCCN23)cc1Cl	-17	1	8	25	-5	0	16	1.3	-1
42	O=C(NC1CCCC1)C(c1cccnc1)N(Cc1ccccc1)C(=O)c1csnn1 (centres undefined)	-11	-1	3	-4	0	3	1	0.2	2
43	COC(=O)c1cccc(S(=O)(=O)N2CCCCC2)c1	18	-2	20	-2	-1	-9	10	-2.0	1
44	O=C(CSc1nnc2n(C3CCCCC3)c(=O)c3ccccc3n12)OC1CCCCC1	14	-4	18	-22	0	-10	7	0.8	0
45	Cc1ccc(S(=O)(=O)N(C)CC(=O)OCC(=O)N2CCN(c3ccccc3)CC2)cc1	22	2	4	17	-2	8	4	1.4	-1
46	COc1ccc(S(=O)(=O)N2CCN(C(=O)c3cccnc3)CC2)cc1OC	4	-1	-8	6	-1	15	5	0.3	-1
47	Nc1nonc1-n1nnc(C(=O)N/N=C/c2ccncc2)c1-c1cccs1	8	-1	9	8	-3	8	5	1.6	1
48	Cn1c(=O)[nH]c(=O)c2c1nc(N1CCCC1)n2CCCSc1nnnn1-c1ccccc1	14	3	18	7	-2	6	-2	-0.8	1
49	COc1ccc(S(=O)(=O)N2CCCCC2)cc1NC(=O)c1ccco1	6	-1	6	-5	-1	5	-9	0.6	1
50	COc1ccccc1C(=O)NCC(=O)NNC(=O)c1cccs1	-13	1	-4	8	1	9	-2	1.0	-1
51	COc1ccc(NC(=O)CSc2nccn2-c2ccccc2)c(OC)c1	13	-4	16	-6	-3	20	0	4.3	-6
52	COc1ccccc1C(=O)Nc1nnc(S(=O)(=O)N2CCOCC2)s1	6	-1	22	-7	-5	18	14	0.3	3
53	CCOc1ccc(NC(=O)C2CCN(S(=O)(=O)c3ccc4c(c3)N(C(C)=O)CCO4)CC2)cc1	17	-1	1	8	-3	11	2	0.9	2
54	O=C(NCc1nnc(SC/C=C/c2ccccc2)o1)c1ccco1	24	1	15	5	-2	28	13	2.1	-3
55	COCCn1c(=NC(=O)CSCC(=O)Nc2cc(C)on2)sc2cc(C(=O)OC)ccc21	23	-2	20	7	2	10	-2	-1.1	0
56	CCOC(=O)N1CCN(C(=O)C2CCN(S(=O)(=O)c3ccc(F)cc3)CC2)CC1	11	-4	12	-7	-1	2	-2	0.1	0
57	Cc1cc(CNC(=O)c2cc(-c3ccccc3)nc3ccccc23)nn1C	12	-2	23	-17	-1	-3	14	1.5	0
58	COc1cc(C(=O)OCc2ccc([N+](=O)[O-])cc2)cc(OC)c1OC	10	0	-9	1	1	18	-2	-0.6	0
59	CC(C)c1onc(C(=O)N2CCOCC2)c1[N+](=O)[O-]	2	4	1	-20	3	6	16	-0.7	3
60	Cc1cc(C)nc(SSc2nc(C)cc(C)n2)n1	25	-2	8	-11	-2	4	-2	2.8	3
61	CS(=O)(=O)N1CCN(c2nc3ccccc3s2)CC1	3	-5	4	-24	2	4	-11	2.7	-1
62	CCN(CC)CCNC(=O)C1CCN(S(=O)(=O)c2c(C)noc2/C=C/c2ccccc2F)CC1	-13	-4	-10	56*	0	9	7	1.0	-1
63	CCN1CCCC1CN(Cc1cc2c(C)cc(C)cc2[nH]c1=O)C(=O)NC1CCCCC1 (centres undefined)	0	-1	5	22	0	14	8	2.1	0
64	Cc1ccc(S(=O)(=O)CCC(=O)Nc2ccc3nc(C)sc3c2)cc1	28	-8	32	-15	1	19	19	-2.5	0
65	Cc1ccccc1N1C(=O)C(Cl)=C(N2CCOCC2)C1=O	20	1	12	24	1	4	10	-0.8	0
66	CC1CCCCN1C(C(=O)O)c1ccccc1 (centres undefined)	-15	-4	-6	-9	-3	12	1	0.4	1
67	COc1ccc(CC(=O)NCc2ccccc2)cc1OC	4	0	9	-30	-4	0	0	-0.3	0
68	O=C(COc1cccc2c1CCNC2=O)Nc1ccc(F)cc1	5	5	-3	8	-2	13	14	1.3	3
69	COc1ccc(-c2nnc(-c3cc4c(ccc5ccccc54)oc3=O)o2)cc1	5	-4	-40	34	-1	-6	-12	2.8	2
70	Cc1ccccc1/C=N/NC(=O)Cn1cnc([N+](=O)[O-])n1	21	0	-1	8	0	-4	-15	-2.9	-1
71	COc1ccc2[nH]c(C(=O)O)c(CCNC(C)=O)c2c1	-1	-2	13	-12	-3	29	-2	0.1	2
